Screening data as filed in PubChem.
12-LOX inh – Primary qHTS assay for inhibitors of human arachidonate 12S-lipoxygenase (ALOX12): Round 2; purified 12hLO, xylenol orange hydroperoxide absorbance; Potency, µM (top dose mostly 108 µM), inactives show at the top dose activity change, negative = inhibition, usual class: inhibitors; 580,000 tested, 1.1% active; AID 1671190, 2021; active = well fitted inhibition curve with a large enough effect; inconclusive = small, poorly fitted or top-dose-only effect, or another doubt; inactive = no such curve, though single readings can be large or run the other way
Target sequence (P18054 whole entry, looked up): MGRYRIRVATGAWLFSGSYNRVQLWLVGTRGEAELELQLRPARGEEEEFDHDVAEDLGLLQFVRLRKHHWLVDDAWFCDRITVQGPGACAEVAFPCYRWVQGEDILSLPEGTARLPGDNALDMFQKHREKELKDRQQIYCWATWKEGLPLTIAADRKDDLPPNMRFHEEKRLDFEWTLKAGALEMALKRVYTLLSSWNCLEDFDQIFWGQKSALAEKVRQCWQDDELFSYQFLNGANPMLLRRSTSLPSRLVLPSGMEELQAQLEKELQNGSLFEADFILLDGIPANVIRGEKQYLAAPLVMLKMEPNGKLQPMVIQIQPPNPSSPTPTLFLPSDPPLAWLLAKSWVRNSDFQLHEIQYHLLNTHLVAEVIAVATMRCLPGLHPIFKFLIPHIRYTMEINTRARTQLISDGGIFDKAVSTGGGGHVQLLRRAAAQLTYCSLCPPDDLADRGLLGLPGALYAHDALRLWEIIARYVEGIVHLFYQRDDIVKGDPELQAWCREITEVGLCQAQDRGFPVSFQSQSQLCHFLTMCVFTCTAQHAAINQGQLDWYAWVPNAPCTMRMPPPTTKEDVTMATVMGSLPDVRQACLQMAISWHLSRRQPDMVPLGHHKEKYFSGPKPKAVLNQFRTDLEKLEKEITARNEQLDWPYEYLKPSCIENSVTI
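Hydroperoxide product was detected by ferrous iron/xylenol orange as the 573 to 405 nm absorbance ratio. Arachidonic acid at 40 uM (final) was turned over for 30 min at room temperature by 150 nM human 12hLO, pH 7.0 Hepes buffer, after 15 min compound preincubation.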
* marks the source's active call; other numbers are inactive results; [ ] = another dose, or the depositor's remark. % is set by controls: 0 for no effect and ±100 for the full control effect; potency is the fitted concentration of half-maximal effect. An excerpt; rates above refer to the full screens.

The opening 2 compounds (preview)
For O=C(CN1CC2CC(C1)[C@H]1CCCC(=O)N1C2)NCCC1=CCCCC1 (stereo partly specified) the results were 12-LOX inh 34.3%[activator].
`COCc1noc(-c2ccc(NCCN3CCNC3=O)nc2)n1` gave 12-LOX inh 13.9%.

Results, from the start:
For O=C(CN1CC2CC(C1)[C@H]1CCCC(=O)N1C2)NCCC1=CCCCC1 (stereo partly specified) the results were 12-LOX inh 34.3%[activator].
`COCc1noc(-c2ccc(NCCN3CCNC3=O)nc2)n1` gave 12-LOX inh 13.9%.
`O=C(NCCC1COc2ccccc2O1)c1ccc(N2CCCOCC2)nc1` (stereo unspecified) gave 12-LOX inh 38.1%.
Screening COC(=O)C1CN(Cc2ccc(F)cc2)CCS(=O)(=O)N1Cc1cn(CCOC(C)=O)nn1 (stereo unspecified) returned 12-LOX inh inconclusive.
`COc1ccc(OC)c(NC(=O)Cn2c(=O)n(-c3cccc(C)c3)c(=O)c3c2cc(C)n3C)c1` gave 12-LOX inh 38.1%[activator].
Screening O=C(Nc1ccccc1)c1nnn2c1CN(Cc1ccccc1)C(=O)CC2 returned 12-LOX inh 15.8%[176 µM].
`COCCNC(=O)[C@@H]1C[C@H](Oc2ccccc2)CN1C(=O)c1cnccn1` gave 12-LOX inh 20.7%.
`COc1cccc(-c2nnnn2[C@H]2CO[C@H]3[C@@H]2OC[C@@H]3NC(=O)c2ccc(C(F)(F)F)cc2)c1` gave 12-LOX inh inconclusive.
For COc1ccc2c(c1)CCN=C2C[C@H]1CN(C(=O)c2ccc(F)cc2)CC[C@H]1CC(=O)O the results were 12-LOX inh -29.9%[176 µM].
For Cc1nn(C)c(C)c1C(C)NC(=O)c1ccc(CC2CCN(C(=O)C3CC3)CC2)cc1 (stereo unspecified) the results were 12-LOX inh 28.6%.
`COc1cccc(CN2CC[C@H](c3n[nH]c(C)n3)[C@H](NC(=O)C3CC3)C2)c1` gave 12-LOX inh 61.8%[activator].
Screening CN(C)c1ccc(CN2CC[C@@H]3[C@H]2C(=O)NC[C@H](CCC(=O)Nc2ccccc2)N3C)cc1 returned 12-LOX inh 59.8%[activator].
Cc1cccc(C(C)(C)C)c1NC(=O)N1CCN2C(=O)CNC(=O)C2C1 (stereo unspecified) was read as 12-LOX inh 8.3%.
COCCOCc1nc(C2CCN(C(=O)c3n[nH]c4c3CCCCCC4)CC2)no1 was read as 12-LOX inh 55.6%[activator].
Screening O=C([C@@H]1C[C@H](Oc2cccnc2)CN1C(=O)c1n[nH]c(=O)c2ccccc12)N1CCCC1 returned 12-LOX inh 6.6%.

In the list so far, these contain an NH in an aromatic ring:
`COc1cccc(CN2CC[C@H](c3n[nH]c(C)n3)[C@H](NC(=O)C3CC3)C2)c1` gave 12-LOX inh 61.8%[activator].
COCCOCc1nc(C2CCN(C(=O)c3n[nH]c4c3CCCCCC4)CC2)no1 was read as 12-LOX inh 55.6%[activator].
Screening O=C([C@@H]1C[C@H](Oc2cccnc2)CN1C(=O)c1n[nH]c(=O)c2ccccc12)N1CCCC1 returned 12-LOX inh 6.6%.

Later entries.
Screening O=C1CC(c2ccccc2)N(Cc2ccc(F)cc2F)CCCCCCN1 (stereo unspecified) returned 12-LOX inh 34.0%[activator].
For CC(=O)c1cc(CN2CCC3(CC2)C(C(=O)O)CC(=O)N3C)n(C)c1 (stereo unspecified) the results were 12-LOX inh 8.2%.
Screening c1cc(-c2n[nH]c(CNC3CCC4(CCNCC4)CC3)n2)ccn1 returned 12-LOX inh 37.5%[activator].
For COCCOC1CCOC2(CCN(C(=O)COc3ccc(F)cc3)CC2)C1 (stereo unspecified) the results were 12-LOX inh 2.2%.
For COc1ccc(C(=O)N2CCc3ccc(C(=O)NCc4cccc(OC)c4)cc32)cc1 the results were 12-LOX inh 20.7%.
Screening COCC1CN(C(C)=O)CC12CCN(Cc1cccc(OC)n1)CC2 (stereo unspecified) returned 12-LOX inh 41.5%.
For Cn1cc(-c2cccc(COc3ccc4c(cnn4CC[S+](C)(=O)[O-])c3)c2)cn1 the results were 12-LOX inh inconclusive.
For O=C1CC(c2ccccc2)N(C(=O)C2CC2)CCCN(C(=O)Nc2ccccc2F)CCN1 (stereo unspecified) the results were 12-LOX inh 29.0%.
CN1C(=O)CC(C(=O)O)C12CCN(C(=O)CCc1cccnc1)CC2 (stereo unspecified) was read as 12-LOX inh 111.0%[activator].
Screening COC(=O)[C@@H]1Cc2ncn(Cc3ccc(OC)cc3)c2CN1S(=O)(=O)c1ccc(F)cc1 returned 12-LOX inh 27.3%.
For COC(=O)[C@]12C[C@H](CC(=O)N3CCC(c4ccccc4)CC3)C(=O)N(Cc3ccco3)C1=C[C@H](COCc1ccccc1)O[C@@H]2C the results were 12-LOX inh -7.7%.
COCCN1CCC(CN(Cc2ccncc2)C(=O)c2ccc(F)c(C)c2)CC1 was read as 12-LOX inh 25.2%.
c1ccc(-c2cc(CC3(NCc4cnc5ccccc5c4)COC3)no2)nc1 was read as 12-LOX inh -5.3%[176 µM].
Screening O=C(NCc1nnc2n1C(C(=O)NC1CC1)CC2)c1ccncc1 (stereo unspecified) returned 12-LOX inh -1.1%[6.33 µM].
CS(=O)(=O)c1ccc(O[C@H]2COCCN(C3CCC3)C2)cc1 was read as 12-LOX inh 7.3%[176 µM].
For COc1ccc(N2C(=O)C3(CCCCC3)C2C(=O)N(C)C)cc1 (stereo unspecified) the results were 12-LOX inh 5.8%.
`CO[C@H]1[C@H](NC(=O)c2ccc(C)c(O)c2)c2ccccc2C12CCNCC2` gave 12-LOX inh -3.2%.
For O=C(Cc1c[nH]c2ncc(-c3ccccc3)cc12)NCCCn1ccnc1 the results were 12-LOX inh 21.0%[176 µM].
Screening O=C1CC(c2ccccc2)N(C(=O)CNC(=O)c2nccc3ccccc23)CCCCCCN1 (stereo unspecified) returned 12-LOX inh 63.7%[activator].
Screening CN1C(=O)c2cccn2CC1CNC(=O)c1ccccc1F (stereo unspecified) returned 12-LOX inh 54.6%[activator].
COCC(=O)N1C[C@@H]2C[C@H]1C(=O)N(Cc1ccccn1)c1ccccc1O2 was read as 12-LOX inh 10.4%[176 µM].
For COC(=O)[C@@H]1Cc2ncn(C)c2CN1C(=O)c1ccccc1C(=O)O the results were 12-LOX inh 70.5%[activator][176 µM].
For COc1cc(CCC(=O)N2CC(c3noc(C4CCCN4C(C)=O)n3)C2)on1 (stereo unspecified) the results were 12-LOX inh 8.0%.
Screening Cc1ccc(C(=O)N2CCC3(CC2)C(=O)N(C)c2ccccc23)cc1C returned 12-LOX inh -14.7%.
Cc1ccc(C(=O)N2CCn3c(nnc3-c3cccnc3)C2)cc1 was read as 12-LOX inh 10.4%[6.33 µM].
For COc1ccc(Cn2nc(C3CC3)nc2-c2c(F)cccc2Cl)cc1 the results were 12-LOX inh -24.3%.
For CCC(NC(=O)c1cc(OC)ccc1OC1CCN(C(C)=O)CC1)c1ccc(F)cc1 (stereo unspecified) the results were 12-LOX inh 51.6%[activator].
`CN1CCC(N2CC[C@@H](CO)N(C)c3cccnc3C2)CC1` gave 12-LOX inh 69.5%[activator][176 µM].
Screening CN(C)C[C@H]1C[C@H](CO)CN(C(=O)c2ccccc2OCc2ccccc2)C1 returned 12-LOX inh 46.2%[activator].
CN(C)[C@@H]1CN(Cc2ccncc2F)CC[C@@H]1CNC(=O)C1CC1 was read as 12-LOX inh 53.8%[activator].
Screening O=C(c1ccc(C2CCCNC2)cc1)N1CCC(N2CCCCC2)CC1 (stereo unspecified) returned 12-LOX inh inconclusive.
Screening CCNC(=O)NC[C@H]1O[C@H](Cc2cc(-c3ccccc3)on2)CC[C@@H]1O returned 12-LOX inh 21.6%[176 µM].
Screening O=C(CCCc1ccccc1)NCc1nnc2c(-c3nc(C4CC4)no3)cccn12 returned 12-LOX inh 39.1%[activator].
COc1ccc(C(=O)N2C[C@@H](F)C[C@H]2C(=O)N2CCCCC2)cc1 was read as 12-LOX inh -6.5%.
Screening O=C1CC(c2ccccc2)N(C(=O)CNC(=O)NCCc2ccccc2)CCCCCN1 (stereo unspecified) returned 12-LOX inh 1.7%.
For O=C(NCCN1CCC(n2c(=O)[nH]c3cc(Cl)ccc32)CC1)c1ccc(F)cc1 the results were 12-LOX inh 39.8µM*.
`NC(=O)C1CCN([C@H]2[C@@H]3OC[C@@H](O3)[C@@H](NCc3ccccc3)[C@@H]2O)CC1` gave 12-LOX inh 11.1%[176 µM].
CNc1nccc(N2CCC(CC(=O)NCCOC)CC2)n1 was read as 12-LOX inh 29.1%.
For CCCn1c(C)cnc1CCNC(=O)CC1CCN(C(C)=O)CC1 the results were 12-LOX inh 80.5%[activator].
Screening Cn1nc2n(c1=O)CCN(S(C)(=O)=O)CC2 returned 12-LOX inh 7.4%.
`Cc1nn(Cc2ccccc2)c(C)c1[C@@H]1C=C[C@@H](NC(=O)c2ccc(F)c(Cl)c2)C1` gave 12-LOX inh 4.3%[176 µM].
Screening CCOCCCNC(=O)N1CCCCCC1c1nc(-c2ccncc2)no1 (stereo unspecified) returned 12-LOX inh 16.7%.
For COC(=O)C1=CN(CC(=O)NC(C)c2ccccc2)S(=O)(=O)N=C1C (stereo unspecified) the results were 12-LOX inh 54.5%[activator].
Screening COc1ccc(-n2nc(C3CCCN(C(=O)C4CC4)C3)[nH]c2=O)cc1 (stereo unspecified) returned 12-LOX inh 17.8µM*.
For CC(C)C(=O)N1CCC2(CC1)CCC(O)(CN(C)C)CC2 the results were 12-LOX inh 31.5%[activator].
For CN(C)C(=O)c1ccc(-c2cc(NC3CCCC3)nc3[nH]ccc23)o1 the results were 12-LOX inh 12.2%.
For CS(=O)(=O)N1CCCC(C(=O)NC2CCCC2)CCNC(=O)CC1 (stereo unspecified) the results were 12-LOX inh 5.8%.
Screening COc1cccc(CC(=O)N[C@@H]2CCC[C@@H](C(=O)NC3CC3)CC(=O)N(C)C2)c1 returned 12-LOX inh 86.6%[activator][176 µM].
`COCCN(C)C(=O)c1cn2cc(-c3cccc(Cl)c3)n(CC3CC3)c(=O)c2n1` gave 12-LOX inh 27.0%.
For c1ccc(CN2CCC(Nc3ncncn3)C2)cc1 (stereo unspecified) the results were 12-LOX inh 1.8%.
CC(=O)Nc1ccc(CN2C[C@@H](F)[C@@H](OCc3nc4ccc(F)cc4[nH]3)C2)cc1 was read as 12-LOX inh 26.4%[176 µM].
`Oc1cccc(-c2cc(C3=CCOCC3)c3cncn3c2)c1` gave 12-LOX inh inconclusive.
For O=C(N[C@H](C(=O)N1CCC[C@H]1C(=O)NC1CCCC1)C1CCCCC1)c1ccccn1 the results were 12-LOX inh 0.0%.
`COc1cccc(-c2cc3c(=O)n(CCNC(=O)c4ccc(F)cc4)ccn3n2)c1` gave 12-LOX inh 23.6%.
For O=C1Nc2ccccc2CC12CCCN(Cc1ccccc1)C2 (stereo unspecified) the results were 12-LOX inh 5.2%[12.5 µM].
`Cc1ccc(NC(=O)N[C@H]2C[C@@](O)(C(=O)N[C@H]3CCCNC3=O)C[C@@H](O)[C@@H]2O)cc1` gave 12-LOX inh -8.5%[176 µM].
For Cc1nc2cc[nH]n2c(=O)c1CCc1ccccc1 the results were 12-LOX inh -3.4%.
For CC(C)Oc1cccc2c1c(NC(=O)c1cccnn1)nn2Cc1ccccc1 the results were 12-LOX inh 2.2%.
COCCC1(NS(=O)(=O)c2ccccc2)CCN(S(C)(=O)=O)CC1 was read as 12-LOX inh 31.2%.
`Cc1cc(C[C@@H]2COC[C@@H]2NC(=O)CCc2nc(-c3ccccc3C)no2)on1` gave 12-LOX inh 43.7%[activator].

Retrieved by compound from the list above:
Screening O=C([C@@H]1C[C@H](Oc2cccnc2)CN1C(=O)c1n[nH]c(=O)c2ccccc12)N1CCCC1 returned 12-LOX inh 6.6%.
Screening COc1cccc(CC(=O)N[C@@H]2CCC[C@@H](C(=O)NC3CC3)CC(=O)N(C)C2)c1 returned 12-LOX inh 86.6%[activator][176 µM].
c1ccc(-c2cc(CC3(NCc4cnc5ccccc5c4)COC3)no2)nc1 was read as 12-LOX inh -5.3%[176 µM].

Continued.
For CC(C)NC(=O)NC[C@H]1O[C@@H]2C[C@@H](CC(=O)NCc3nccn3C)O[C@@H]2[C@@H]1O the results were 12-LOX inh inconclusive.
`CCNC(=O)[C@@H]1C[C@H](NC(=O)Cc2ccccc2F)CN1C1CCOCC1` gave 12-LOX inh 10.7%.
For O=C([C@@H]1C[C@H](Oc2ccccc2)CN1C(=O)CCC1CCCC1)N1CCCC1 the results were 12-LOX inh 71.6%[activator].
`CCn1ncc(CN(C)C(=O)c2c(C)oc3c2CN(Cc2ccc(OC)cc2)CC3)c1C` gave 12-LOX inh 4.7%.
For O=C1NC2(CN([S+](=O)([O-])c3ccsc3)C2)Oc2ccccc21 the results were 12-LOX inh 11.8%[176 µM].
COc1ccc(C(C)NC(=O)c2noc(-c3ccccc3F)n2)cc1OC (stereo unspecified) was read as 12-LOX inh 32.1%[activator].
Cc1nc2ncnn2c(C)c1CCC(=O)NCc1cc2n(n1)CCCNC2 was read as 12-LOX inh inconclusive.
For O=C(c1cc(F)ccc1F)N1CCCCC1c1nc(-c2cnccn2)n[nH]1 (stereo unspecified) the results were 12-LOX inh 40.4%[activator].
Screening CNC(=O)[C@H]1C[C@H](Oc2ccccc2)CN1Cc1cccn1C returned 12-LOX inh 41.9%[activator].
For CC(C)c1noc(-c2cn(C3CCCN(C(=O)c4ccoc4)C3)nn2)n1 (stereo unspecified) the results were 12-LOX inh 29.8%.
Screening O=C(c1ccc(F)cc1)N1CCC(c2nn(Cc3ccccc3)c(=O)[nH]2)CC1 returned 12-LOX inh 42.6%[activator].
`O=C1NC(=NC2CCCC2)C2(CCN(CC3CC3)C2)N1c1cccnc1` (stereo unspecified) gave 12-LOX inh 5.5%[6.33 µM].
`COC1CCOC2(CCN(C(=O)c3sccc3C)CC2)C1` (stereo unspecified) gave 12-LOX inh 40.2%[activator].
